Source: PubChem (several laboratories)
AHR act – activators of human aryl hydrocarbon receptor. activation, % at 5 µM. AHR-responsive luciferase reporter cells, luminescence. P35869. 320,000 compounds, 2.5% hits; in the data active = activation above about 47%;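 also: 0% = vehicle wells and 100% = reference agonist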
Target sequence (P35869 whole entry, looked up): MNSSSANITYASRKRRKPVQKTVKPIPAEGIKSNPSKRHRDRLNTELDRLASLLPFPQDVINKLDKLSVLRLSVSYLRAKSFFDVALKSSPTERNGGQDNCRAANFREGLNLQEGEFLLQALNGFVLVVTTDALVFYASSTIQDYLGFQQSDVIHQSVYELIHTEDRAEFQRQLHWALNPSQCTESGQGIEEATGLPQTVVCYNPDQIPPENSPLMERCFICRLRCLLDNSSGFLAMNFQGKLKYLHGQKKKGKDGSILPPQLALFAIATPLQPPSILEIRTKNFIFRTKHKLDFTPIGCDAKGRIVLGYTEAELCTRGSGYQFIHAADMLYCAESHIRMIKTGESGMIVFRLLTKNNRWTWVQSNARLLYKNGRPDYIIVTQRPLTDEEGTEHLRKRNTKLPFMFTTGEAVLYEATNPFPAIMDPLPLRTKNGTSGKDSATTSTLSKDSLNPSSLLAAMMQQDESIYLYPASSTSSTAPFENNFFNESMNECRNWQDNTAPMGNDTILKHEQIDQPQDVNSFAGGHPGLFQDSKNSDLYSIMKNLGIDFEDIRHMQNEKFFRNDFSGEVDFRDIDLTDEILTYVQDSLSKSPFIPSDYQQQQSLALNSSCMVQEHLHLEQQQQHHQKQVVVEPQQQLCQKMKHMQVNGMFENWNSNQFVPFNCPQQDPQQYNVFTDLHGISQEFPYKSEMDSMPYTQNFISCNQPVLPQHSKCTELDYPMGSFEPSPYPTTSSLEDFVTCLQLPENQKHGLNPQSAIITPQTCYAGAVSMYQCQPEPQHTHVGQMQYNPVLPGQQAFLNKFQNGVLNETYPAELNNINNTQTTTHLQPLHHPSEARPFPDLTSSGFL
PME-1 primary – PME-1 (human) inhibition; Q9Y570; recombinant PME-1, FP-Rh probe fluorescence polarization; inhibition, % at 5.9 µM; 320,000 compounds, 0.53% hits;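 active = inhibition above the campaign mean of all compounds plus 3 SD, cut at about 26% in these data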;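 also: competitive labeling of PME-1 active site by serine hydrolase directed probe; 0% = PME-1 with DMSO and 100% = wells lacking PME-1 enzyme; inhibitors block probe labeling so polarization falls and inhibition rises; many of its hits are not listed in these tables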
PAFAH1B2 FP inh – inhibitors of human PAFAH1B2; P68402; 340,000 compounds, 1.2% hits; AID 492953; recombinant PAFAH1B2, FP-rhodamine activity probe, fluorescence polarization; inhibition, % at 3.39 µM;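 active = inhibition above the mean of all tested compounds plus 3 SD, cut at about 24% in these data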;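 also: 0% = enzyme with DMSO and 100% = wells lacking PAFAH1B2; many of its hits are not listed in these tables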
GLD-1 TGE inh – GLD-1-TGE RNA interaction inhibition (C. elegans); AID 2280; purified GLD-1 + fluorescein TGE RNA, fluorescence polarization; inhibition, % at 5.96 µM; 320,000 compounds, 0.44% hits;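 active = percent inhibition above a per-plate cutoff, the plate mean of test compounds plus 3 SD, cut at about 30% in these data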;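 also: 0% = DMSO wells with GLD-1 and probe and 100% = wells lacking GLD-1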
Fam108B inh – blocks mouse Fam108B hydrolase in RBBP9 counter-screen; inhibition, % at 9.51 µM; recombinant Fam108B, FP-Rh probe fluorescence polarization; 300,000 compounds, 0.33% hits;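 active = inhibition above the screen mean inhibition plus 3 SD, computed separately per campaign, cut at about 18% in these data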;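 also: inhibitors lower polarization as less probe binds the enzyme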
BCLXL inh – Bcl-xL (human) inhibition. Q07817. GST-Bcl-xL / FITC-Bim BH3 peptide fluorescence polarization. inhibition, % at 10.9 µM. 320,000 compounds, 0.7% hits. AID 2129;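 active = inhibition above the mean of all tested compounds plus 3 SD, cutoff set per campaign, cut at about 30% in these data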;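 also: 0% = DMSO wells and 100% = unlabeled Bim-BH3 peptide competitor; inhibitors lower millipolarization by displacing the labeled peptide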
Target sequence (Q07817 whole entry, looked up): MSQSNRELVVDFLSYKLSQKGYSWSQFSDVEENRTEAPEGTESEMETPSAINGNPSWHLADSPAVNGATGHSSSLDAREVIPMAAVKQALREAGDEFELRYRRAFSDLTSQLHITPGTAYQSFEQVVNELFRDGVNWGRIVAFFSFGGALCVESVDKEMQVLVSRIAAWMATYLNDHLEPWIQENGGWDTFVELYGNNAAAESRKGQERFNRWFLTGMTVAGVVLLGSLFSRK
pPAFAH inh – pPAFAH (human) enzyme inhibition; Q13093; recombinant pPAFAH, FP-rhodamine probe fluorescence polarization; inhibition, % at 3.39 µM; 330,000 compounds, 1.5% hits; AID 463082;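 active = inhibition above the mean inhibition across the screen plus 3 SD, cut at about 25% in these data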;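 also: inhibitors block binding of the rhodamine activity-based probe so polarization drops; 0% = enzyme with DMSO and 100% = wells lacking pPAFAH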
MEX-5 binding – C. elegans MEX-5 TCR-2 RNA binding activity; Q9XUB2; MEX-5/FITC-TCR2 RNA binding, fluorescence polarization; active compounds read low; activity score (negative = inhibition of binding), % at 10 µM; 300,000 compounds, 0.38% hits; AID 1832;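 active = inhibition past about -25% in most replicates, and total fluorescence under double the plate's negative control median, limit read from the data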;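 also: 0% = DMSO and -100% = 5 µM competing unlabeled TCR2 RNA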
MCL1 BIM primary – MCL1-BIM-BH3 interaction inhibition (human); Q07820; GST-MCL1 / FITC-Bim-BH3 fluorescence polarization; inhibition, % at 10.9 µM; 320,000 compounds, 0.68% hits; AID 2057;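 active = inhibition above the mean inhibition of all tested compounds plus 3 SD, set per campaign, cut at about 40% in these data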;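 also: 0% = DMSO wells and 100% = unlabeled Bim-BH3 peptide control; higher means more loss of mP so more displacement of Bim peptide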
* = called active by the depositor. These rows are one share of the data, so the mix of outcomes need not match the whole.

Screening O=C(CSc1nnc(-c2ccccn2)n1Cc1ccco1)c1ccc(Cl)cc1 returned AHR act 1, PME-1 primary 0, PAFAH1B2 FP inh 4, GLD-1 TGE inh 8, Fam108B inh -3, BCLXL inh -1, pPAFAH inh 5, MEX-5 binding 2.8 and MCL1 BIM primary -5.
O=C(NC1C2CC3CC(C2)CC1C3)c1ccc2c(c1)OCO2 (stereo unspecified) was read as AHR act 41, PME-1 primary 4, PAFAH1B2 FP inh 8, GLD-1 TGE inh 8, Fam108B inh 0, BCLXL inh 0, pPAFAH inh -4, MEX-5 binding 2.8 and MCL1 BIM primary -4.
O=C(Nc1nc2ccccc2s1)C1CC(=O)N(c2ccc(F)cc2)C1 (stereo unspecified) was read as AHR act 10, PME-1 primary -6, PAFAH1B2 FP inh 5, GLD-1 TGE inh 2, Fam108B inh -1, BCLXL inh -1, pPAFAH inh 7, MEX-5 binding 3.7 and MCL1 BIM primary -3.
Screening O=C(NCc1cn(-c2ccccc2)nc1-c1ccccc1)c1cc([N+](=O)[O-])cc([N+](=O)[O-])c1 returned AHR act -1, PME-1 primary -5, PAFAH1B2 FP inh 1, GLD-1 TGE inh 2, Fam108B inh -7, BCLXL inh 2, pPAFAH inh 5, MEX-5 binding 2.7 and MCL1 BIM primary -3.
For O=C(O)CCC(=O)N1CCN(c2ccc(C(=O)c3ccc(F)cc3)cc2)CC1 the results were AHR act 1, PME-1 primary -1, PAFAH1B2 FP inh -7, GLD-1 TGE inh 5, Fam108B inh -2, BCLXL inh 7, pPAFAH inh 10, MEX-5 binding -0.7 and MCL1 BIM primary 6.
N#Cc1c(-c2ccccc2)c(-c2ccccc2)nn(CC(=O)NNC(=O)Nc2ccc(Cl)c(Cl)c2)c1=O was read as AHR act 3, PME-1 primary -80, PAFAH1B2 FP inh -35, GLD-1 TGE inh 4, Fam108B inh -56, BCLXL inh 5, pPAFAH inh -31, MEX-5 binding 0.1 and MCL1 BIM primary 3.
CCOC(=O)c1ccc(NC(=O)CSCc2ccco2)cc1 was read as AHR act 0, PME-1 primary -4, PAFAH1B2 FP inh -3, GLD-1 TGE inh -3, Fam108B inh 2, BCLXL inh -6, pPAFAH inh 14, MEX-5 binding 3.3 and MCL1 BIM primary -3.
Screening CCCn1cc2c(c1-c1cccc(C)c1)c(=O)n(C)c(=O)n2C returned AHR act 0, PME-1 primary 0, PAFAH1B2 FP inh 3, GLD-1 TGE inh -5, Fam108B inh 9, BCLXL inh 2, pPAFAH inh -1, MEX-5 binding 1.8 and MCL1 BIM primary 7.
CC(C)C1Cc2c(sc3[nH]c(=S)n(Cc4ccccc4)c(=O)c23)CO1 (stereo unspecified) was read as AHR act 15, PME-1 primary 9, PAFAH1B2 FP inh 8, GLD-1 TGE inh 3, Fam108B inh 0, BCLXL inh -2, pPAFAH inh 10, MEX-5 binding 1.1 and MCL1 BIM primary 6.
`C=CCNC(=O)CSc1nc2sc3c(c2c(=O)n1CCC)CCC3` gave AHR act 1, PME-1 primary -1, PAFAH1B2 FP inh 4, GLD-1 TGE inh 6, Fam108B inh 2, BCLXL inh 4, pPAFAH inh -2, MEX-5 binding 1.0 and MCL1 BIM primary 1.
Screening CCOC(=O)C1=C(C)NC(=S)N(C(C)=O)C1c1ccccc1 (stereo unspecified) returned AHR act 1, PME-1 primary 1, PAFAH1B2 FP inh 4, GLD-1 TGE inh -3, Fam108B inh -2, BCLXL inh 3, pPAFAH inh 9, MEX-5 binding -0.8 and MCL1 BIM primary 5.
CC1(C)SC(=S)N(c2ccccc2)C1/[N+]([O-])=C/c1cccc([N+](=O)[O-])c1 (stereo unspecified) was read as AHR act 1, PME-1 primary -2, GLD-1 TGE inh 7, Fam108B inh 1, BCLXL inh 5, pPAFAH inh -2, MEX-5 binding -1.3 and MCL1 BIM primary 9.
For CCCCn1c(N)c(Sc2ccc(Cl)cc2)c(=O)[nH]c1=O the results were AHR act 0, PME-1 primary 1, PAFAH1B2 FP inh 1, GLD-1 TGE inh 4, Fam108B inh 3, BCLXL inh 1, pPAFAH inh -4, MEX-5 binding 0.3 and MCL1 BIM primary -4.
`Cc1ccc(OCC(=O)Nc2ccc(F)cc2)c([N+](=O)[O-])n1` gave AHR act 5, PME-1 primary 4, PAFAH1B2 FP inh 8, GLD-1 TGE inh 1, Fam108B inh 0, BCLXL inh 6, pPAFAH inh 4, MEX-5 binding 1.4 and MCL1 BIM primary -1.
For CN(c1ccccc1C(=O)Nc1ccc2c(c1)OCCO2)S(C)(=O)=O the results were AHR act 2, PME-1 primary -8, PAFAH1B2 FP inh 4, GLD-1 TGE inh 9, Fam108B inh 2, BCLXL inh 1, pPAFAH inh 0, MEX-5 binding -1.0 and MCL1 BIM primary 1.
Cc1ccc(OCCCCN2CCc3ccccc3C2)c(C)c1 was read as AHR act 11, PME-1 primary -3, PAFAH1B2 FP inh 0, GLD-1 TGE inh 3, Fam108B inh 5, BCLXL inh 0, pPAFAH inh 4, MEX-5 binding 4.2 and MCL1 BIM primary 2.
Screening COCCn1c(N)c(N(Cc2ccccc2)C(=O)CSCC(=O)Nc2ccc(C)cc2)c(=O)[nH]c1=O returned AHR act 4, PME-1 primary 0, PAFAH1B2 FP inh 7, GLD-1 TGE inh 1, Fam108B inh 2, BCLXL inh -8, pPAFAH inh 2, MEX-5 binding 0.7 and MCL1 BIM primary -12.
For COc1ccc(C2=NN(C(N)=S)C(c3ccco3)C2)cc1 (stereo unspecified) the results were AHR act 8, PME-1 primary -3, PAFAH1B2 FP inh 2, GLD-1 TGE inh 3, Fam108B inh 5, BCLXL inh 0, pPAFAH inh 9, MEX-5 binding -0.3 and MCL1 BIM primary -7.
Screening CCC(=O)N/N=C(\C)CC(=O)Nc1cc(Cl)ccc1C returned AHR act 22, PME-1 primary 1, PAFAH1B2 FP inh 2, GLD-1 TGE inh 6, Fam108B inh 2, BCLXL inh 6, pPAFAH inh -1, MEX-5 binding 2.9 and MCL1 BIM primary 18.
For CCC(=O)Nc1cccc(C2=NOC3(C2)C[C@@H](C(N)=O)N(C(=O)c2ccccc2C(=O)c2ccccc2)C3)c1 (stereo partly specified) the results were AHR act -1, PME-1 primary -5, PAFAH1B2 FP inh 3, GLD-1 TGE inh 5, Fam108B inh 3, BCLXL inh 6, pPAFAH inh 8, MEX-5 binding 1.7 and MCL1 BIM primary 2.
`COc1ccc2[nH]c(=O)c(CN(CC3CCCO3)C(=S)Nc3ccccc3)cc2c1` (stereo unspecified) gave AHR act 7, PME-1 primary 2, PAFAH1B2 FP inh 8, GLD-1 TGE inh -3, Fam108B inh -6, BCLXL inh 4, pPAFAH inh 1, MEX-5 binding 1.4 and MCL1 BIM primary -3.
For CCOC(=O)c1sc(N2N=C(C)C(N=Nc3cccc(C)c3)C2=O)nc1C (stereo unspecified) the results were AHR act 9, PME-1 primary 7, PAFAH1B2 FP inh 7, GLD-1 TGE inh 6, Fam108B inh 9, BCLXL inh 13, pPAFAH inh 22, MEX-5 binding 3.9 and MCL1 BIM primary 10.
Screening Cc1ccc(C(C)NC(=O)CSc2ccc(S(=O)(=O)N3CCOCC3)cn2)cc1C (stereo unspecified) returned AHR act -2, PME-1 primary 11, PAFAH1B2 FP inh 8, GLD-1 TGE inh 5, BCLXL inh 6, pPAFAH inh 4 and MCL1 BIM primary 3.
`Cc1nnc(SCC(=O)O)o1` gave AHR act 1, PME-1 primary 6, PAFAH1B2 FP inh 0, GLD-1 TGE inh -6, Fam108B inh 0, BCLXL inh 0, pPAFAH inh 3, MEX-5 binding -2.9 and MCL1 BIM primary 3.
For CC(C)CC(=O)Nc1cccc(C(=O)Nc2ccccc2C(=O)O)c1 the results were AHR act 2, PME-1 primary -4, PAFAH1B2 FP inh 0, GLD-1 TGE inh 5, Fam108B inh -2, BCLXL inh 3, pPAFAH inh 0, MEX-5 binding -0.5 and MCL1 BIM primary -1.
For O=S(=O)(Nc1ccccn1)c1ccc(C2CCCCC2)cc1 the results were AHR act -1, PME-1 primary 8, PAFAH1B2 FP inh 2, GLD-1 TGE inh 11, Fam108B inh 5, BCLXL inh 7, pPAFAH inh 9, MEX-5 binding -0.1 and MCL1 BIM primary 3.
`Cc1onc(-c2ccccc2)c1C(=O)OCC(=O)NCc1ccc(F)cc1` gave AHR act -1, PME-1 primary 1, PAFAH1B2 FP inh 6, GLD-1 TGE inh 31*, Fam108B inh -4, BCLXL inh 30, pPAFAH inh 5, MEX-5 binding 0.2 and MCL1 BIM primary 28.
For Cn1nnnc1Sc1ncnc2scc(-c3ccc(-c4ccccc4)cc3)c12 the results were AHR act 20, PAFAH1B2 FP inh 0, GLD-1 TGE inh -4 and pPAFAH inh -22.
COCCCNC(=O)c1cn(C)c(=O)c2cc(OC)c(OC)cc12 was read as AHR act 1, PME-1 primary -4, PAFAH1B2 FP inh 3, GLD-1 TGE inh 1, Fam108B inh -7, BCLXL inh 3, pPAFAH inh -2, MEX-5 binding -2.4 and MCL1 BIM primary 2.
O=C(CSc1nnc(Cn2nnc3ccccc32)o1)Nc1ccc(Cl)cc1 was read as AHR act 1, PME-1 primary 2, PAFAH1B2 FP inh -1, GLD-1 TGE inh -1, Fam108B inh 4, BCLXL inh -1, pPAFAH inh -1, MEX-5 binding 0.4 and MCL1 BIM primary 2.
For C/C(=N\Nc1ccc2nncn2n1)c1ccccn1 the results were AHR act -2, PME-1 primary 1, GLD-1 TGE inh 1, Fam108B inh 1, BCLXL inh -1, pPAFAH inh 0, MEX-5 binding -17 and MCL1 BIM primary 4.
Screening CCOC(=O)c1cc(NC(=O)CN2CCCC2)cc(C(=O)OCC)c1 returned AHR act -1, PME-1 primary -5, PAFAH1B2 FP inh 6, GLD-1 TGE inh -4, Fam108B inh -1, BCLXL inh 8, pPAFAH inh 5, MEX-5 binding -2.8 and MCL1 BIM primary 3.
Screening Cc1ccsc1S(=O)(=O)N1CCC(CO)(CC2CCCCO2)CC1 (stereo unspecified) returned AHR act 1, PME-1 primary -8, PAFAH1B2 FP inh 9, GLD-1 TGE inh 0, Fam108B inh -1, BCLXL inh 4, pPAFAH inh 4, MEX-5 binding 1.3 and MCL1 BIM primary -9.
CCCCC1=CC2=CC(=O)C(C)(OC(=O)CC)C(=O)C2=CN1CCc1ccc(Br)cc1 (stereo unspecified) was read as AHR act -4, PME-1 primary 5, PAFAH1B2 FP inh 9, GLD-1 TGE inh 11, Fam108B inh -3, BCLXL inh 12, pPAFAH inh 8, MEX-5 binding -5.9 and MCL1 BIM primary 9.
Screening NCCC(=O)N1c2ccccc2Sc2ccccc21 returned AHR act 1, PME-1 primary 0, PAFAH1B2 FP inh -6, GLD-1 TGE inh 1, Fam108B inh -1, BCLXL inh 4, pPAFAH inh 5, MEX-5 binding 3.5 and MCL1 BIM primary -1.
`CC(C)NC(=O)c1cnn2c1NC(c1cccs1)CC2C(F)(F)F` (stereo unspecified) gave AHR act -4, PME-1 primary 3, PAFAH1B2 FP inh -1, GLD-1 TGE inh 6, Fam108B inh 3, BCLXL inh 0, pPAFAH inh 0, MEX-5 binding -2.0 and MCL1 BIM primary 9.
